High-throughput results (PubChem BioAssay)
PMI inhibitors = MPI enzyme activity inhibition – biochemical, fluorescence intensity, coupled assay, primary screen (AID 1209) | hit rate 0.42% among 190,000 | inhibition, % at 20 µM; hits with a dose series show IC50 in µM | purified PMI enzyme, coupled fluorescence intensity; higher % means a stronger effect;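 also: plate controls were DMSO vehicle for no effect and wells lacking substrate for full effect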
K1F lysis inhibition = inhibition of K1F phage lysis, E. coli UTI89, bacterial capsule biogenesis inhibitors, alamar blue (AID 488966) | E. coli UTI89 K1F phage lysis, alamar blue, 2 h; higher % means a stronger effect | inhibition, % at 100 µM; hits with a dose series show IC50 in µM | hit rate 0.02% among 340,000;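 active = phage lysis inhibition, versus mean bacterial control, above a set limit; inconclusive = no clear call, values can overlap the other calls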;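 also: capsule biogenesis inhibitors block K1F phage lysis so surviving cells raise fluorescence; higher fluorescence means more inhibition of phage lysis; actives were called in the ten point dose series up to 300 µM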
West Nile antiviral = West Nile virus antiviral activity, cell-based, CPE readout (AID 1621) | West Nile virus-infected cells, CPE inhibition; higher % means a stronger effect | one-dose CPE inhibition, % at 10 µM; IC50 in µM for titrated hits | hit rate 0.02% among 290,000; in the data active = a potency from the dose series; inconclusive = CPE inhibition mostly from about 3.7% at the one dose, without a potency; inactive = the rest, 99 in 100 with CPE inhibition below about 2.2%; also: strong numbers were not always called active
M17LAP inhibition = P. falciparum M17LAP inhibitors, primary screen, biochemical, fluorogenic H-Leu-NHMec substrate, 1536-well (AID 1619); inhibition, % at 30 µM, or IC50 in µM where a hit was titrated; hit rate 0.38% among 220,000; recombinant M17LAP, H-Leu-NHMec fluorogenic kinetic assay; higher % means a stronger effect;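 active = compound inhibiting the enzyme by more than half at any dose during confirmatory dose-response retesting; inconclusive = strong single-dose inhibitors picked by rank but not retested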;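 also: plate controls were full reaction with DMSO carrier for no effect and no enzyme background for full effect; strong numbers were not always called active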
human PMI inhibitors = MPI inhibition at elevated mannose 6-phosphate – biochemical, fluorescence intensity, high mannose 6-phosphate, primary screen (AID 1220) | hit rate 0.66% among 190,000 | inhibition, % at 20 µM, or IC50 in µM where a hit was titrated | recombinant PMI enzyme, coupled fluorescence intensity; higher % means a stronger effect
RSV antiviral HEp-2 = inhibition of RSV-induced cytopathic effect – HEp-2 cells, primary 10 µM value included (AID 2391) | HEp-2 cells, RSV-induced CPE inhibition; higher % means a stronger effect | hit rate 0.13% among 310,000 | CPE inhibition, % at 10 µM, or IC50 in µM where a hit was titrated; in the data active = a potency from the dose series; inconclusive = CPE inhibition mostly from about 23% at the one dose, without a potency; inactive = the rest, 99 in 100 with CPE inhibition below about 21%; also: strong numbers were not always called active
T cell HTS = T cell immune modulation candidate; 2C CD8+ T cell-vesicle binding, flow cytometry; hits give low values; calls only at 7 µM; hit rate 0.068% among 330,000;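 active = response, share of CD8 T cells binding vesicles, and their 90th percentile fluorescence all below set limits, cut at about 80% in these data, passing the limit was not always enough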
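Material: murine 2C transgenic CD8+ T lymphocytes / Also added: QL9-peptide-loaded Drosophila micro-vesicles bearing Ld, ICAM-1 and B7-1 / Schedule: binding step 1.5 h, 37 °C, antibody labelling 20 min, ice / Signal: flow cytometry, PE anti-B7-1 (FL2) versus Alexa647 anti-CD8 (FL8), PFA-fixed / Evaluation: percent CD8+ FL2 mean versus row control / Benchmarks: naked versus QL9-loaded vesicles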
M1AAP inhibition = malaria alanyl aminopeptidase activity blockers – biochemical, fluorogenic H-Leu-NHMec substrate, 1536-well (AID 1445). recombinant M1AAP, H-Leu-NHMec fluorogenic kinetic assay; higher % means a stronger effect. inhibition, % at 30 µM; hits with a dose series show IC50 in µM. hit rate 0.42% among 220,000;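 active = primary inhibition above the hit cutoff, then over 50% inhibition at one or more dose response concentrations, cut at about 23% in these data, passing the limit was not always enough; inconclusive = conflicting primary data, or primary hits not chosen for dose response; inactive = low primary inhibition, or under 50% at every dose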;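 also: plate controls were DMSO full reaction for no effect and no enzyme background for full effect; strong numbers were not always called active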
TNAP activation fold = stimulation of alkaline phosphatase TNAP activity – biochemical, luminescent, no phosphate acceptor, uHTS, primary screen (AID 1001); purified TNAP, luminescent activation assay, no phosphate acceptor; higher activation fold means a stronger effect; one-dose activation fold at 20 µM; EC50 in µM for titrated hits; hit rate 0.03% among 200,000; in the data active = activation fold from about 3, or a potency from the dose series; inactive = the rest, 99 in 100 with activation fold below about 1.6; also: many of its hits are not listed in these tables
T cell HTS vesicle-bound % = also measured in T cell HTS; calls as there; double positive events, %; measured here: CD8+ vesicle-bound cell fraction;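 binding gate set so that unloaded-vesicle control wells show 10% double positive cells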
* marks the source's active call; other numbers are inactive results; i = inactive; ? = inconclusive; . = no result given; [ ] = another dose, or the depositor's remark. Rule as the data show it, unless noted: active = inhibition above about 50%; inactive = the rest.

SMILES | PMI inhibitors | K1F lysis inhibition | West Nile antiviral | M17LAP inhibition | human PMI inhibitors | RSV antiviral HEp-2 | T cell HTS | T cell HTS vesicle-bound % | M1AAP inhibition | TNAP activation fold
CN1CCc2c(sc(NC(=O)c3ccc4ccccc4c3)c2C(N)=O)C1 | . | 0.0% | -1.1% | . | . | -1.5% | i | 14 | . | .
COCCNC(=O)/C(C#N)=C/c1c(N2CCN(C)CC2)nc2c(C)cccn2c1=O | . | 0.0% | -0.7% | . | . | 1.3% | i | 36 | . | .
COC(=O)c1ccc(OC)c(CSc2nnc(-c3ccc(C(C)(C)C)cc3)o2)c1 | 14% | . | 0.3% | -9% | 12% | 12% | i | 16 | -7% | 1.1
CN(Cc1ccccc1)C(=O)COc1ccc(N(C)S(=O)(=O)c2ccc(F)cc2)cc1 | . | 0.1% | 0.0% | 0% | . | 7.8% | i | 18 | 0% | .
C/C(=N\NC(=S)NCC(C)(C)C)c1cc(F)cc(F)c1O | . | 2.0% | -1.6% | -2% | . | 5.0% | i | 28 | 4% | .
CCN(CC(=O)Nc1ccccc1C(F)(F)F)C(=O)Cc1ccccc1 | . | 0.0% | 0.9% | . | . | 0.9% | i | 21 | . | .
COc1cc(/C=C2\SC(=O)N(CC(=O)Nc3ccccc3F)C2=O)cc(Cl)c1O | . | 0.2% | -1.3% | . | . | 8.1% | i | 52 | . | .
Cc1ccc(CSc2nnc(-c3ccco3)n2N)cc1 | -2% | 0.5% | 0.8% | 1% | -1% | -0.5% | i | 37 | 2% | 1
Cc1cc([N+](=O)[O-])cc([N+](=O)[O-])c1NCC(C)C | 11% | . | -0.5% | 5% | 14% | 17% | i | 64 | 6% | 1
O=C1Nc2c(c(=O)[nH]c(=O)n2-c2ccc(F)cc2)C1(NS(=O)(=O)c1ccccc1)C(F)(F)F (stereo not drawn) | . | 0.4% | 0.3% | 4% | . | 0.0% | i | 38 | 1% | .
O=C(NCCCN1CCOCC1)c1ccc(CNS(=O)(=O)c2ccc(F)cc2)cc1 | 12% | -1.0% | 0.4% | 7% | 6% | -1.0% | i | 32 | 2% | 1.1
Cn1ncc(C(=O)N=S(C)(=O)c2ccccc2)c1[N+](=O)[O-] (stereo not drawn) | . | -0.5% | 1.0% | 6% | . | 0.0% | i | 22 | -2% | .
COc1ccccc1CNC(=S)Nc1ccc(F)cc1 | . | 0.2% | -0.3% | . | . | 0.1% | i | 37 | . | .
COc1ccc(OCCN2CCOCC2)cc1 | . | 0.0% | -0.1% | . | . | 3.8% | i | 55 | . | .
CC(C)(C)OC(=O)N1CCC(c2c(C(=O)O)cnn2-c2ccccc2)CC1 | 18% | 0.6% | 0.1% | 11% | 16% | 1.2% | i | 33 | 1% | 1.1
Cc1ccc(CNC(=O)c2ccc(NS(=O)(=O)c3c(C)noc3C)cc2)cc1 | 7% | 2.2% | . | 11% | 2% | 2.3% | i | 44 | 5% | 1.1
CCCCC1CCC(c2ccc(C(N)=O)cc2)CC1 (stereo not drawn) | 2% | 0.2% | 0.3% | -3% | -8% | 1.4% | i | 54 | 1% | 1.2
CC(=O)C1C(=O)c2c(cccc2[N+](=O)[O-])C1=Nc1ccccc1C (stereo not drawn) | -4% | . | . | -26% | -6% | 0.6% | i | 7 | 9% | 0.9
COc1ccc(NC(=O)C2COc3ccccc3O2)cc1 (stereo not drawn) | . | 0.3% | 0.3% | . | . | 0.6% | i | 58 | . | .
Cc1ccnc(NC(=O)c2cccs2)c1 | 0% | 0.5% | 0.0% | -4% | -2% | 0.1% | i | 29 | 5% | 1.1
COc1ccc(/C=C2\SC(=S)N(CCC(=O)N(CCO)c3ccccc3)C2=O)cc1OC | . | 0.3% | 0.1% | . | . | 5.8% | i | 13 | . | .
CCOc1cc(CNc2ccc(O)cc2)cc(Br)c1OCc1ccccc1F | 28% | -1.8% | 0.3% | 21% | 30% | 15% | i | 15 | 25%* | 0.9
CN(C)CC[C@@H](c1ccc(Cl)cc1)c1ccccn1 | . | 2.6% | 0.3% | . | . | -0.9% | i | 24 | . | .
Cc1ccc(N=CC2=C(O)CC(c3ccco3)CC2=O)cc1 (stereo not drawn) | -6% | 0.2% | -0.1% | 21% | -8% | -0.2% | i | 23 | 8% | 1
O=C(CCNS(=O)(=O)c1ccc(Cl)cc1)N1CCC2(O)CCCCC2C1 (stereo not drawn) | 1% | 0.5% | 0.0% | -3% | -4% | 2.6% | i | 56 | 0% | 1.1
CCOC(=O)c1cnc(SCC#N)nc1N | . | 0.0% | 0.1% | 4% | . | 0.3% | i | 18 | 11% | .
CCCCn1c(=O)c(CCC(=O)O)nc2ccccc21 | -2% | 0.5% | 0.1% | -8% | -9% | 1.1% | i | 29 | -2% | 1.1
CCN(CC(=O)NCCCn1ccnc1)S(=O)(=O)c1ccc(C)cc1 | . | 0.2% | 0.1% | . | . | 0.4% | i | 21 | . | .
O=C(CCCn1c(=S)[nH]c2ccccc2c1=O)NCc1ccco1 | 0% | -0.1% | -0.8% | 8% | -5% | 1.5% | i | 4 | 8% | 1
N#C/C(=C\c1ccc([N+](=O)[O-])o1)c1nc2ccccc2[nH]1 | -2% | . | -1.6% | -11% | 0% | -0.3% | i | 61 | -4% | 1
N/C(=N\OC(=O)Cc1ccccc1)c1ccc(Br)cc1 | 14% | 1.8% | 0.1% | 15% | 14% | 0.7% | i | 32 | 5% | 1.1
CCOc1cc(C2c3c(n[nH]c3C)C(=O)N2c2ccc(Br)cc2)ccc1O (stereo not drawn) | 8% | 1.1% | -0.2% | 16% | 12% | 2.4% | i | 31 | 7% | 1.1
CC(OC(=O)c1ccc2c(=O)n3c(nc2c1)CCCCC3)C(=O)Nc1ccc(Cl)cn1 (stereo not drawn) | 3% | 0.0% | 0.0% | -7% | 13% | 0.4% | i | 61 | 1% | 1
Cn1c(C(=O)NCCCN2CCCCCC2)cc2c(=O)n(C)c3ccccc3c21 | 17% | 2.0% | -0.3% | 10% | 17% | -2.5% | i | 59 | 9% | 1.1
Cc1c(C)n(C)c2ccc(C(=O)NCCCN3CCN(c4ccc(F)cc4)CC3)cc12 | . | 0.1% | 0.8% | . | . | 0.9% | i | 17 | . | .
CN(CCO)C(=O)C1CCN(c2ncc(C(F)(F)F)cc2Cl)CC1 | -2% | 0.1% | -0.4% | 5% | -1% | 1.4% | i | 61 | 9% | 1.1
O=C(COC(=O)c1ccc(S(=O)(=O)N2CCOCC2)cc1)NC1CCCCCCC1 | -4% | -0.4% | 0.1% | -1% | -6% | 1.0% | i | 33 | -1% | 1.2
COc1ccc(N2C(=O)/C(=C/c3ccc([N+](=O)[O-])cc3)N=C2C)c(OC)c1 | -4% | 1.2% | -0.7% | -2% | -2% | 2.0% | i | 39 | 2% | 1
C(=N\n1cnc2ccccc21)/c1cccnc1 | -8% | 0.3% | 1.6% | 22% | -9% | 2.6% | i | 18 | 4% | 1
CCOc1ccc(S(=O)(=O)NCc2cccnc2)cc1C | 4% | 0.1% | -1.6% | 26% | 3% | 6.0% | i | 52 | -2% | 1
Cc1ccc(S(=O)(=O)N(C)CC(=O)O/N=C(\N)c2ccc([N+](=O)[O-])cc2)cc1 | 15% | -0.1% | -1.0% | 5% | 6% | 4.0% | i | 38 | 8% | 1.2
NC(=O)CC(NC(=O)Cc1ccc(Br)cc1)c1ccc(NC2CCCCCC2)c([N+](=O)[O-])c1 (stereo not drawn) | . | 0.8% | -0.4% | 7% | . | -0.6% | i | 54 | 8% | .
CCCCN(CC)CCCNC(=O)c1cn(C)c2ccc(S(=O)(=O)N(C)C3CCCCC3)cc2c1=O | . | -0.1% | 0.2% | . | . | -0.8% | i | 28 | . | .
Cc1cccc(NC(=O)COc2cccc3c2CCN(C)C3=O)c1 | -11% | -0.4% | -1.0% | 3% | -1% | ? | i | 26 | 5% | 1
O=C(Cc1ccc(Cl)cc1Cl)OCC(=O)c1ccc[nH]1 | 0% | 0.0% | 0.6% | 17% | 0% | 0.6% | i | 18 | 5% | 1.2
CC(=O)C1=C(O)C(=O)N(CCCn2ccnc2)C1c1ccc(Br)cc1 (stereo not drawn) | -4% | 1.8% | 0.2% | 23% | -3% | 1.4% | i | 50 | 4% | 1.1
O=C(c1ccccc1)N(Nc1ccccc1)c1ccccc1 | 7% | 2.1% | -0.5% | -7% | 13% | 0.2% | i | 59 | 4% | 1.1
CCCCNC(=O)CCN1N=C(c2ccccc2)CCC1=O | 9% | 0.7% | -0.6% | 13% | 12% | 1.0% | i | 50 | -2% | 1.1
COc1ccc(S(=O)(=O)c2ccc(OC)c(OC)c2)cc1OC | -5% | 0.3% | -0.2% | -4% | 3% | -1.4% | i | 1 | 0% | 0.9
O=c1cc(-c2ccccc2)[nH]c2ccc(F)cc12 | -4% | 0.3% | 0.4% | 4% | -3% | 3.7% | i | 30 | 4% | 1.1
CCc1ccc(-c2nc3ccc(Br)cc3c(C(=O)O)c2C)s1 | . | -1.3%[50 µM] | 0.9% | . | . | 5.5% | i | 26 | . | .

Some of these compounds in order of number of heavy atoms, lowest first:
SMILES | PMI inhibitors | K1F lysis inhibition | West Nile antiviral | M17LAP inhibition | human PMI inhibitors | RSV antiviral HEp-2 | T cell HTS | T cell HTS vesicle-bound % | M1AAP inhibition | TNAP activation fold
O=C(Cc1ccc(Cl)cc1Cl)OCC(=O)c1ccc[nH]1 | 0% | 0.0% | 0.6% | 17% | 0% | 0.6% | i | 18 | 5% | 1.2
CCOc1ccc(S(=O)(=O)NCc2cccnc2)cc1C | 4% | 0.1% | -1.6% | 26% | 3% | 6.0% | i | 52 | -2% | 1
COc1ccc(S(=O)(=O)c2ccc(OC)c(OC)c2)cc1OC | -5% | 0.3% | -0.2% | -4% | 3% | -1.4% | i | 1 | 0% | 0.9
COc1ccc(N2C(=O)/C(=C/c3ccc([N+](=O)[O-])cc3)N=C2C)c(OC)c1 | -4% | 1.2% | -0.7% | -2% | -2% | 2.0% | i | 39 | 2% | 1
O=C(COC(=O)c1ccc(S(=O)(=O)N2CCOCC2)cc1)NC1CCCCCCC1 | -4% | -0.4% | 0.1% | -1% | -6% | 1.0% | i | 33 | -1% | 1.2
NC(=O)CC(NC(=O)Cc1ccc(Br)cc1)c1ccc(NC2CCCCCC2)c([N+](=O)[O-])c1 (stereo not drawn) | . | 0.8% | -0.4% | 7% | . | -0.6% | i | 54 | 8% | .
